High-throughput results (PubChem BioAssay)
IL2 activator: IL-2 activation | activation, % (series mostly up to about 46 µM) | IL-2 activation reporter assay, cell-based qHTS; stimulated with anti-CD3/CD4/CD28 beads; in transgenic mouse T cells | AID 652025 | 360,000 compounds, 0.065% hits; in the data active = activation above about 50%; inconclusive = mostly about 30% to 49%; also: 0% is about no effect
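Screening format: compound pinned onto unstimulated transgenic mouse T cells, 60 min incubation, then anti-CD3/anti-CD4/anti-CD28 bead stimulation for 18 hours at 37 degrees C, followed by EGFP and DsRed detection.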
EPAC2 agonist: activates human EPAC2 exchange factor; Q8WZA2; EPAC2 activation, biochemical qHTS; response scale: 100% = 6.5 mM cAMP response; Potency, µM (titrated, usually from 154 µM), inactives show at the top dose activation, hits mostly activators; 360,000 compounds, 0.079% hits; also: potency is read from the fitted curve at half-maximal effect; nearly all actives have a fitted effect of over 50% in size
Target sequence (Q8WZA2 whole entry, looked up): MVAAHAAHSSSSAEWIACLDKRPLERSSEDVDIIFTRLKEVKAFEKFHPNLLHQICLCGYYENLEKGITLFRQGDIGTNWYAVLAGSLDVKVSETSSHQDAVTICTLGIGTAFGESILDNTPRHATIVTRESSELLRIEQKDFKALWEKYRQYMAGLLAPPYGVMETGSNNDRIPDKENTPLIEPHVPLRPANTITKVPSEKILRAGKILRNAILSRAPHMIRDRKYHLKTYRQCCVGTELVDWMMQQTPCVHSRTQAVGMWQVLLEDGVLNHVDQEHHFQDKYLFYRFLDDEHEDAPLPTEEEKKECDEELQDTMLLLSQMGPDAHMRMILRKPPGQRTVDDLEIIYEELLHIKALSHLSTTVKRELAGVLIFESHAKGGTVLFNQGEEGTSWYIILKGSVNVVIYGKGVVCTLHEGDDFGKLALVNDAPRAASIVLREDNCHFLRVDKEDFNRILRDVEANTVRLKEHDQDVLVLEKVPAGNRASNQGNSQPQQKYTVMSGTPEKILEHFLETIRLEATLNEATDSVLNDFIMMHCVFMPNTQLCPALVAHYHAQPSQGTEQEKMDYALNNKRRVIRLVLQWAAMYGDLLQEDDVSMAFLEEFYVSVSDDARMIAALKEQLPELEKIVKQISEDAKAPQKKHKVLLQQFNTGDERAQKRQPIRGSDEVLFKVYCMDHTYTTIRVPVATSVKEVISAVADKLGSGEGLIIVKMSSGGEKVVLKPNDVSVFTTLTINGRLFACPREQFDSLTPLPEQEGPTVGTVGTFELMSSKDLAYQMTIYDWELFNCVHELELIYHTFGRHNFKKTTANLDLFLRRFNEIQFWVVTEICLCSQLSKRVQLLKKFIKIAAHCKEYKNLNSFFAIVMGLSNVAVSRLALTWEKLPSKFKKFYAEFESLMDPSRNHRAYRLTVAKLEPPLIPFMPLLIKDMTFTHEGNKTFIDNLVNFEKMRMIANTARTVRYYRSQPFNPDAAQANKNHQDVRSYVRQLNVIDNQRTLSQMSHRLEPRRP
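Compounds were added across a concentration range to EPAC2 (100 nM), RAP1B-BODIPY-GDP (250 nM) and GDP (50 uM). After 5 min at room temperature, fluorescence was recorded at 5-min intervals for 30 min.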
PLK1 PBD block: PLK1 (human) polo-box domain binding inhibition | AID 720504 | Plk1 PBD binding of FITC phosphopeptide, fluorescence polarization | Potency, µM, without a hit: max response, negative = inhibition, usual class: inhibitors | 360,000 compounds, 2.8% hits; also: potency is read from the fitted curve at half-maximal effect; series mostly up to about 57 µM; % is scaled to controls: 0 for no effect and ±100 for the full control effect; nearly all actives have a fitted effect of over 65% in size
EPAC1 agonist: activates human EPAC1 exchange factor. O95398. EPAC1 agonist qHTS, biochemical assay; response scale: 100% = response to 6.5 mM cAMP. Potency, µM (titrated, usually from 154 µM), for the others: top-dose activation, usual class: activators. 360,000 compounds, 0.073% hits; also: potency is read from the fitted curve at half-maximal effect; nearly all actives have a fitted effect of over 60% in size
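EPAC1 100 nM, Rap1B–BODIPY-GDP 250 nM, unlabeled GDP 50 uM; compound titration; 5 min RT; kinetic read ex480/em540 at 5-min intervals ×30 min; data normalized to 6.5 mM cAMP agonist control.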
CCT chaperon mod: modulators of cytosolic chaperonin (CCT/TRiC) activity; purified chaperonin ATPase assay, HTRF ADP detection, 30 min; activity change, % (concentration not given with the values), hits read low; 360,000 compounds, 0.3% hits; AID 651819; in the data active = activity change below about -30%; also: % is scaled to controls: 0 for no effect and ±100 for the full control effect
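TRiC (40 or 20 nM final, by batch activity) in 30 mM Tris pH 7.4, 100 mM KCl, 5 mM MgCl2, 1 mM DTT was treated with compound at 76 uM single dose, then 10 uM ATP, 30 min at 37 °C. ADP was read by HTRF Transcreener.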
PI5P4K alpha inh: PI5P4K alpha (human) kinase inhibition; P48426; PI5P4Kalpha enzyme, ADP-Glo luminescence, 60 min; active compounds read low; max response, %; 330,000 compounds, 1.2% hits; AID 652105; active = max response of -50% or lower; inconclusive = between -30% and -50%; inactive = -30% or higher; also: value at the top dose of about 77 µM; % is scaled to controls: 0 for no effect and ±100 for the full control effect
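PI5P4Kalpha ADP-Glo assay; 5 microM ATP final; 60 min RT reaction; HEPES pH 7.4/EGTA/CHAPS, 5% DMSO; controls lacking substrate or enzyme; luminescent end-point.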
WRN helicase inh: inhibitors of human WRN helicase; Q14191; WRN helicase unwinding, fluorescent forked duplex, kinetic; Potency, µM (top dose mostly 114 µM), inactives show top-dose activity change, negative = inhibition, most hits filed as inhibitors; 360,000 compounds, 0.46% hits; also: potency is read from the fitted curve at half-maximal effect; % is scaled to controls: 0 for no effect and ±100 for the full control effect; nearly all actives have a fitted effect of over 55% in size
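Kinetic red-fluorescence monitoring (525/598 nm) tracks WRN helicase activity after 100 nM fluorophore-quencher forked duplex and 2 mM ATP are added to 20 nM enzyme pretreated 15 min at room temperature with compound.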
EPAC1 antagonist: blocks human EPAC1 exchange factor. O95398. 360,000 compounds, 0.14% hits. Potency, µM (doses to about 115 µM), without a hit: top-dose activity change, negative = inhibition, hits mostly inhibitors. EPAC1 GEF assay, Rap1b-BODIPY-GDP exchange fluorescence;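 also: potency is read from the fitted curve at half-maximal effect; plate controls were vehicle for no effect and positive control for full effect; nearly all actives have a fitted effect of over 50% in size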
* = called active by the depositor; ? = inconclusive; . = no result given; [ ] = another dose, or the depositor's remark. Unless noted, calls follow the shape of the dose curve; as a rule, active = well fitted curve in the direction sought with a large enough effect; inconclusive = small, poorly fitted or top-dose-only effect, or another doubt; inactive = no such curve, though single readings can be large; an effect the other way counts as inactive or inconclusive. Not all compounds are listed; the hit share may differ from the screen's.

SMILES | IL2 activator | EPAC2 agonist | PLK1 PBD block | EPAC1 agonist | CCT chaperon mod | PI5P4K alpha inh | WRN helicase inh | EPAC1 antagonist
CCOc1ccc(S(=O)(=O)N2CCOCC2)cc1NC(=O)CN1C(=O)NC2(CCCC2)C1=O | 3.3 | 5% | -10% | -5% | -0.3 | 3 | 1% | 13%
COC(=O)c1cn(NC(=O)c2cccnc2)c(=O)c2ccccc12 | -2.2 | 0% | 0% | 4% | -1.6 | 0 | -15% | 7%
Cc1nn(C(C)(C)C)c(OC(=O)c2ccc3c(c2)OCO3)c1Sc1ccccc1 | -0.3 | 14% | -17% | 16% | -1.4 | 0 | -13% | -19%
CCOc1ccccc1NC(=O)c1cc(=O)c2ccccc2o1 | 0.2 | 13% | -8% | -3% | 0.4 | 2 | -8% | -22%
Cn1ccc(C(=O)OCC(=O)c2ccccc2)n1 | 1.2 | 1% | ? | -5% | 0.9 | 3 | -4% | 3%
Cc1ccc(S(=O)(=O)N2C[C@H]3N(C(=O)OC(C)C)N(C(=O)OC(C)C)C[C@H](OC(=O)NC4CC4)[C@@]3(O)C2)cc1 | -1.7 | 7% | -26% | -13% | -0.9 | -1 | -1% | -1%
CCCCn1cnc2c(c1=O)c1nc3ccccc3nc1n2Cc1ccc2c(c1)OCO2 | -2.3 | -12% | ? | 4% | -8.1 | -2 | 13% | -2%
C[n+]1ccc2[nH]c3ccccc3c2c1 | 0.7 | 2% | -2% | -1% | -2.6 | 2 | -10% | -8%
COc1ccc(C(=O)NNC(=O)c2snnc2C)cc1 | 1.3 | 17% | -12% | 9% | -2.6 | -2 | 4% | -6%
CCOc1cc(Br)c(C(C)NC(=O)c2cccnc2)cc1OCC (stereo not drawn) | 0.3 | 3% | -1% | -2% | -1.7 | -2 | 10% | -14%
Cc1c(NC(=S)Nc2cccc(Cl)c2)c(=O)n(-c2ccccc2)n1C | -2.4 | 8% | -8% | 9% | -2.6 | 2 | -3% | 2%
COc1ccc(C2=NOC(C(=O)NCc3ccco3)C2)cc1OC (stereo not drawn) | -2.1 | -1% | -13% | 0% | -0.9 | . | 11% | 11%
O=C(C1CC1)N1c2ccccc2Sc2ccccc21 | -1.8 | 12% | -21% | 5% | -2.0 | -4 | 7% | -8%
COc1ccc(/C=N/NC(=O)c2ccc(C)cc2)cc1CN1CCN(c2ccc(F)cc2)CC1 | -0.6 | 13% | -14% | 8% | 0.0 | -6 | 2% | -4%
CN(C)/C=C1\N=C(c2ccccc2)OC1=O | -2.3 | 3% | -7% | -4% | -4.0 | -3 | -1% | 0%
COCCNC(=O)CN(C(=O)c1ccc(N2CCCC2)nc1)c1ccc(Cl)cc1 | -0.7 | 5% | -12% | 6% | 2.1 | 4 | 0% | -23%
O=S(=O)(Nc1cccc(-n2cnnn2)c1)c1cc(Cl)ccc1Cl | -0.7 | 9% | -8% | -4% | -2.3 | -4 | 4% | -14%
O=C(CCCOc1ccc(Cl)cc1Cl)NCC1CCCO1 (stereo not drawn) | 0.2 | 1% | -10% | -6% | 3.6 | 12 | -7% | 11%
NC(=O)CSc1nnc(C2CC2)n1Cc1ccccc1 | -1.1 | 4% | -4% | 3% | -1.2 | 1 | 13% | -12%
CCn1nc(C(=O)Nc2ccc3c(c2)OCCO3)c2ccccc2c1=O | -2.4 | 7% | -6% | 2% | -1.3 | -1 | 2% | 6%
O=S(=O)(NCCOC12CC3CC(CC(C3)C1)C2)c1cccc2nsnc12 | -0.3 | 28% | -15% | 16% | -2.1 | -3 | 4% | -8%
Cc1cccc(C(=O)N2CCN(S(=O)(=O)N3CCCCC3)CC2)c1 | -2.8 | 1% | 3% | 1% | -0.7 | 0 | -5% | 7%
Cc1noc(C)c1C(=O)NCc1ccccc1F | -0.2 | 6% | 1% | 8% | 0.9 | 1 | -3% | -4%
COCCN(C(=O)COC(=O)/C=C/c1nc2ccccc2s1)c1c(N)n(Cc2ccccc2)c(=O)[nH]c1=O | -0.7 | -4% | 4% | 1% | 1.2 | 2 | 3% | -27%
Cc1ccccc1CSc1ncc(C#N)c(N)n1 | 0.4 | 1% | -7% | -8% | 3.6 | 0 | -15% | 7%

Three entries from above, set out differently:
Values in the order – IL2 activator	EPAC2 agonist	PLK1 PBD block	EPAC1 agonist	CCT chaperon mod	PI5P4K alpha inh	WRN helicase inh	EPAC1 antagonist
NC(=O)CSc1nnc(C2CC2)n1Cc1ccccc1
    -1.1	4%	-4%	3%	-1.2	1	13%	-12%
Cc1nn(C(C)(C)C)c(OC(=O)c2ccc3c(c2)OCO3)c1Sc1ccccc1
    -0.3	14%	-17%	16%	-1.4	0	-13%	-19%
Cc1noc(C)c1C(=O)NCc1ccccc1F
    -0.2	6%	1%	8%	0.9	1	-3%	-4%

(next part)
SMILES | IL2 activator | EPAC2 agonist | PLK1 PBD block | EPAC1 agonist | CCT chaperon mod | PI5P4K alpha inh | WRN helicase inh | EPAC1 antagonist
CCc1nccn1CCC(=O)NC1CC(C)(C)Cc2c1cnn2-c1ccc(OC)cc1 (stereo not drawn) | -0.9 | -8% | -5% | 1% | -1.4 | -7 | -1% | -17%
O=C(N/N=C/c1ccc(OC(=O)c2ccc3c(c2)OCO3)cc1)c1cncc(Br)c1 | -0.6 | 7% | -5% | 1% | 1.1 | -9 | -17% | 6%
CN1CCN(c2ccc(NC(=O)c3ccco3)cc2Cl)CC1 | 0.4 | 9% | -2% | 2% | -1.3 | 1 | -10% | -1%
CCCOC(=O)c1[nH]c2c(c1C)C(=O)CC(c1cccs1)C2 (stereo not drawn) | 0.1 | -7% | -16% | -6% | 1.1 | 1 | -30% | -2%
Cc1cccc(NC(=O)c2ccc(Cl)c(NC(=O)c3ccncc3)c2)c1C | -1.9 | 4% | -10% | -11% | -1.0 | 0 | 7% | -12%
CCOC(=O)C1(CC2CC2)CCN(S(=O)(=O)C[C@]23CC[C@H](CC2=O)C3(C)C)CC1 | -1.8 | -5% | 8% | -15% | -0.1 | 5 | 1% | 17%
Cc1ccc(NC(=S)NCCN2CCOCC2)cc1F | 0.2 | -3% | -9% | -2% | -2.5 | -2 | 4% | 7%
Cc1cc(C)nc(Nc2ccc(C(=O)O)cc2)n1 | -0.5 | 11% | -4% | 10% | -6.3 | . | -6% | 7%
CN(C)c1ccc(/C=C/C(=O)c2cccnc2)cc1 | 8.0 | 15% | 51%[activator] | 11% | 0.3 | 1 | -16% | 11%
COc1cc(SC)ccc1C(=O)Nc1ccc2c(c1)OCCO2 | 2.3 | 15% | 3% | 18% | 1.6 | . | -13% | -7%
COC(=O)c1cc(NC(=O)c2cc(C(C)(C)C)nn2Cc2cccc(C)c2)ccc1N1CCOCC1 | -0.1 | 2% | -14% | -8% | -0.7 | 1 | -12% | -19%
O=C(Nc1ccc2c(c1)OCCO2)C1C(=O)Nc2ccccc2C(=O)N1C1CCCCC1 (stereo not drawn) | 0.0 | 5% | -5% | 14% | . | -12 | 10% | -24%
CCOC(=O)CC1C(=O)NCCN1C(=O)c1sc2ccccc2c1Cl (stereo not drawn) | -0.9 | 6% | -2% | 0% | -1.3 | 3 | -1% | -6%
CC(=O)N1CCC(C(=O)Nc2ccc3c(c2)CCC3)CC1 | -0.5 | 10% | -10% | -3% | 0.3 | -2 | 11% | 10%
CCc1nc2ccc(C(=O)NCCc3ccccn3)cn2c1N(CC)Cc1cccc(Br)c1 | -0.2 | 14% | -8% | 6% | 2.0 | -7 | -7% | -20%
C/C(N)=C(/C#N)C(=O)COC(=O)CCS(=O)(=O)c1ccccc1 | 2.6 | -2% | -3% | 8% | -1.3 | 0 | -8% | 13%
CC(=O)N1CCN(S(=O)(=O)c2cccc(C(=O)OCc3cccc(F)c3)c2)CC1 | 0.2 | -1% | -7% | 5% | -2.6 | -3 | -3% | 0%
COc1ccc(NC(=O)CNC(=O)Cc2ccccc2)cc1OC | 0.7 | 11% | -3% | 4% | -1.6 | -2 | 8% | 6%
CC(C)(C)C(=O)N(Cc1nc2ccccc2c(=O)[nH]1)Cc1cccs1 | -0.9 | -3% | 0% | 4% | -1.2 | . | -7% | -2%
COC(=O)C(C)(C(=O)OC)c1ccc(C(F)(F)F)cc1[N+](=O)[O-] | -0.4 | 0% | -9% | -3% | -4.9 | 2 | 2% | -5%
Cc1cccn2c(=O)c3cc(C(=O)NCc4ccco4)c(=N)n(CCOCCO)c3nc12 | 0.1 | -2% | -21% | 1% | -1.0 | 5 | ? | -13%
COC(=O)c1sccc1NC(=S)Nc1cccc(F)c1 | 4.9 | 6% | -3% | 1% | -2.0 | 11 | -14% | 9%
CCS/C(N)=N/N=C/c1cc(C)ccc1O | -0.2 | -11%[15.6 µM] | -5% | -10% | 3.8 | 15 | -15% | -13%
O=C1C2N=NN(CC(=O)N3N=C(c4cccc5ccccc45)CC3c3ccccc3)C2C(=O)N1c1ccccc1 (stereo not drawn) | -0.9 | -6% | 0% | 6% | -1.0 | -5 | -8% | -9%
COC(=O)c1ccc(Oc2ccc3nncn3n2)cc1 | 6.0 | 7% | -2% | -11% | 0.6 | -1 | 9% | 7%

Going on with the list.
SMILES | IL2 activator | EPAC2 agonist | PLK1 PBD block | EPAC1 agonist | CCT chaperon mod | PI5P4K alpha inh | WRN helicase inh | EPAC1 antagonist
CSc1nc2n(n1)C(C)C1=C(CCCC1=O)N2 (stereo not drawn) | -1.2 | -1% | 4% | -2% | -1.9 | 1 | 5% | -3%
COCCNC(=S)N1CCC(NC(=O)Nc2ccc(C)cc2)CC1 | -2.1 | 2% | 1% | -5% | -0.9 | 3 | 6% | -14%
COc1ccc(C(=O)Nc2ccccc2C(=O)N/N=C/c2cccc3ccccc23)cc1 | -4.1 | -6% | -1% | 3% | -0.9 | -11 | 8% | 11%
CC1CN(C(=O)N2c3ccccc3Sc3ccccc32)C(C)CC1=O (stereo not drawn) | -1.6 | 5% | -6% | 18% | -1.6 | 3 | -4% | -3%
CCOC(=O)c1ccc(NC(=O)CN2C(=O)C(C)SC(C)C2=O)cc1 (stereo not drawn) | -2.9 | 7% | -7% | -5% | -2.4 | 0 | -1% | -15%
O=C(c1ccc(S(=O)(=O)N2CCCC2)cc1)N1CCC(CN2C(=O)c3cccc4cccc(c34)C2=O)CC1 | -2.0 | 2% | -7% | 8% | 2.9 | 3 | -5% | -11%
Cn1ccnc1C(OC(=O)c1ccc(Cl)cc1)C(F)(F)F (stereo not drawn) | -1.7 | 12% | 3% | -5% | -2.6 | 1 | 4% | 7%
